Bim-Bcl-B: inhibitors of Bim-Bcl-B interaction, human; Q9HD36; bead-based flow cytometry, Bim peptide-Bcl-B binding; inhibition, % at 10 µM; actives 0.073% (n = 190,000); AID 951;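 further: 0% = tracer peptide without compound and 100% = reference inhibitor peptide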
Target sequence (Q9HD36 whole entry, looked up): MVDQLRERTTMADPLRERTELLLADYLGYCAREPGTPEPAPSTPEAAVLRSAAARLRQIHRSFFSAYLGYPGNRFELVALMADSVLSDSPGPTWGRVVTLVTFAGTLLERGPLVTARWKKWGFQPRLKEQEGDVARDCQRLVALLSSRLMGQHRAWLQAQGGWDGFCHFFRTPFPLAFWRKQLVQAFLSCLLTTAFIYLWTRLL
Bfl-1 Bim block: disrupts Bim binding to human Bfl-1; actives 0.12% (n = 190,000); AID 1008; Q16548; Bead-based flow cytometry, Bim-Bfl-1 binding inhibition; inhibition, % at 10 µM;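 further: 0% = wells without compound plus tracer and 100% = blocker peptide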
ABCB1 block: blocks JC-1 efflux by human ABCB1 transporter; CCRF-Adr cells, flow cytometry; inhibition, % at 6.6 µM; actives 0.067% (n = 190,000); AID 1326; in the data active means inhibition above about 40%;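 further: 0% = vehicle and 100% = reference inhibitor; higher value means more JC-1 retained so stronger ABCB1 efflux block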
Bcl-XL Bim block: human Bim-Bcl-XL interaction inhibition; AID 1007; actives 0.04% (n = 190,000); Bim peptide-Bcl-XL binding, bead flow cytometry, fluorescence; inhibition, % at 10 µM
Target sequence (Q07817 whole entry, looked up): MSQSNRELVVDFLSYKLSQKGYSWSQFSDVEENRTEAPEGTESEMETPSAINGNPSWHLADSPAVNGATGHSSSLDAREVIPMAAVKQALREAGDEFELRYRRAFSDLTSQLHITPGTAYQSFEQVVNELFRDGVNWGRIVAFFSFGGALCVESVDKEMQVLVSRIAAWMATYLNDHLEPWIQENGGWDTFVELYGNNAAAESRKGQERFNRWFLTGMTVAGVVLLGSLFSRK
RGS4-Gao reg: human RGS4-Galphao interaction regulation; P09471; Multiplexed bead flow cytometry, RGS4-Galphao binding; actives lie on both sides; binding response (% of control), % at 10 µM; actives 0.33% (n = 220,000); AID 1415; in the data active means binding response below about 49% or above about 150%; inactive means in between;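 further: fluorescent Galphao activated with aluminum fluoride binding bead-coupled RGS4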
RGS7-Gao reg: regulators of human RGS7-Galphao interaction | P09471 | Multiplexed bead flow cytometry, RGS7-Galphao binding; actives lie on both sides | binding response (% of control), % at 10 µM | actives 0.35% (n = 220,000) | AID 1439; in the data active means binding response below about 49% or above about 150%; inconclusive means no clear call, values can overlap the other calls; inactive means in between;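 further: fluorescent Galphao held in activated GDP-AlF4 state binding bead-coupled RGS7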
ABCG2 block: human ABCG2 inhibition, ABCB1 as counter-screen | Q9UNQ0 | IgMXP3 cells, JC-1 efflux, flow cytometry | inhibition, % at 6.6 µM | actives 0.1% (n = 190,000) | AID 1325;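 active means inhibition above 80%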;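 further: 0% = DMSO and 100% = nicardipine control wells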
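Incubation: cells with compound and JC-1, 10 min at 25 °C, rotating, no wash / Test system: IgMXP3 (ABCG2) plus far-red-tagged CCRF-Adr (ABCB1) cells / Compound dosing: one concentration, 6.6 µM final / Also added: JC-1 fluorescent substrate / Evaluation: efflux inhibition in percent versus controls / Detection: flow cytometry, 530 nm JC-1 signal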
RGS8-Gao reg: modulates binding of RGS8 to human Galphao; multiplexed bead flow cytometry; actives lie on both sides; response (percent of control binding), % at 10 µM; actives 0.34% (n = 220,000); AID 1423; in the data active means response below about 60% or above about 140%; inactive means in between;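 further: Galphao activated as the GDP aluminium fluoride complex binding bead-coupled RGS8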
Bim-Bcl-2: inhibitors of Bim-Bcl-2 interaction, human; inhibition, % at 10 µM; Bead-based flow cytometry, Bim peptide-Bcl-2 binding; actives 0.06% (n = 190,000); in the data active means inhibition above about 40%; inconclusive means no clear call, values can overlap the other calls;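 further: 0% = no compound wells with probe peptide and 100% = reference peptide inhibitor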
Target sequence (P10415 whole entry, looked up): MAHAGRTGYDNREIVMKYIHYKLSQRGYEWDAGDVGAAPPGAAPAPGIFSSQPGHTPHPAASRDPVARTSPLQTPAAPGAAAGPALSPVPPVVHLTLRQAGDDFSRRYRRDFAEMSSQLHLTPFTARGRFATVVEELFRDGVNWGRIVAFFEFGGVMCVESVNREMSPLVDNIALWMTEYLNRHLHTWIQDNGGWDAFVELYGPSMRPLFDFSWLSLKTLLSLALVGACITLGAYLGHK
Bim-Mcl-1: disrupts Bim peptide binding to human Mcl-1 | Q07820 | Bead-based flow cytometry, Bim peptide-Mcl-1 binding | inhibition, % at 10 µM | actives 0.1% (n = 190,000) | AID 1009;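 further: 0% = no compound tracer wells and 100% = peptide blocker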
Bcl-W Bim block: human Bim-Bcl-W interaction inhibition; bead-based flow cytometry, Bim peptide-Bcl-W binding; inhibition, % at 10 µM; actives 0.02% (n = 190,000);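 further: 0% = bound tracer without compound and 100% = peptide blocker; higher means less fluorescent Bim peptide bound to Bcl-W beads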
Target sequence (Q92843 whole entry, looked up): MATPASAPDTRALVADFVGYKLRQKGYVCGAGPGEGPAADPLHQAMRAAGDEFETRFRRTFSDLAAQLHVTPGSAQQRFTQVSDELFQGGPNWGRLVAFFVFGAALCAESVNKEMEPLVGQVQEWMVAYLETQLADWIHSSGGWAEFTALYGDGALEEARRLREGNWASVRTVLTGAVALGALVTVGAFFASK
Numbers without * were called inactive; ? = inconclusive; · = no result given; [ ] = remark or other dose. Unless noted, no stated cut-off is given here; in the data, active means inhibition above about 40%.

Results follow in this order: Bim-Bcl-B	Bfl-1 Bim block	ABCB1 block	Bcl-XL Bim block	RGS4-Gao reg	RGS7-Gao reg	ABCG2 block	RGS8-Gao reg	Bim-Bcl-2	Bim-Mcl-1	Bcl-W Bim block
Nc1nnc2c(n1)CCCC2
→ -5	-9	0.1	-13	100	100	1	101	-8	0	0
Cc1cccc2nc(-c3ccco3)c(Nc3ccc4c(c3)OCO4)n12
→ -2	15	1.7	1	103	?	8	98	0	0	6
COC(=O)C1C(=O)C2=C(CC1C)Nc1ccccc1NC2c1ccc(C)s1 (stereo not drawn)
→ 0	-2	0.6	-1	101	98	2	103	0	0	1
O=C1CC(N2CCN(c3ccc(S(=O)(=O)N4CCOCC4)cc3)CC2)C(=O)N1Cc1ccccc1 (stereo not drawn)
→ -7	-14	0.4	-4	100	101	-3	101	-8	-1	-3
COc1cccc(NC(=O)Nc2ccc(C(C)(C)C)cc2)c1
→ -3	4	0.1	-1	99	93	2	91	-7	-2	2
CC(C(=O)Nc1ccccn1)N1C(=O)C2C3C=CC(C3)C2C1=O (stereo not drawn)
→ -6	-11	·	-2	101	100	·	99	1	1	0
COc1ccccc1C(=O)OCc1c(F)cccc1Cl
→ -6	-9	0.3	1	108	103	2	103	-5	3	1
CC(C)CN(CC(C)C)C(=O)CS(=O)(=O)Cc1ccccc1
→ -9	-12	-0.1	-11	106	103	-1	100	-3	0	-1
COc1ccc(C(OCC2CO2)c2ccc(OC)cc2)cc1 (stereo not drawn)
→ 1	3	1.6	0	102	103	9	104	1	-1	0
CCOC(=O)N1CCC(NC(=S)Nc2ccc3nc(N4CCN(CC)CC4)cc(C)c3c2)CC1
→ -4	-2	0.1	-2	103	?	3	102	-3	-1	-3
COC(=O)CSc1nnc(CNC(=O)c2cccc(C)c2)n1-c1ccccc1OC
→ -4	-15	0.5	0	104	102	15	104	-7	2	1
C/C(=N\NC(=S)Nc1ccc(F)cc1)c1ccc2c(c1)OCCO2
→ -7	-4	-0.2	-4	103	103	-7	102	-1	-6	-5
COc1ccc(NC(=O)C(=S)N2CCCC2)cc1
→ -8	-10	0.2	-6	100	?	4	99	-8	-3	-6
Cc1nn(CCC(=O)O)c(C)c1C
→ -3	-5	0.3	-1	103	165*[activator]	1	93	-6	1	-2
CCOC(=O)c1sc(NC(=O)Nc2ccc(Cl)cc2)nc1C
→ 17	7	-1.0	5	104	104	-2	101	4	11	5
CN1C(=O)CSc2ccc(NC(=O)N3CCN(c4ccccn4)CC3)cc21
→ -6	1	0.8	-8	88	100	9	96	0	-7	-7
O=C(NCCN1CCCC1)c1ccc(CS(=O)(=O)c2c(Cl)cccc2Cl)o1
→ -4	-2	-0.2	0	98	92	-1	99	-4	0	2
Cc1c(C(=O)Nc2ccccc2C(=O)N2CCCC2)cccc1[N+](=O)[O-]
→ -3	-5	0.8	-1	102	?	2	99	-4	-1	0
COc1cc(OC)cc(C(=O)Nc2ccccc2C(=O)N2CCCC2)c1
→ -3	-1	0.2	0	105	104	1	98	-1	-2	-1
COC(=O)c1ccc(CN(c2ccccn2)S(=O)(=O)c2ccccc2)cc1
→ -2	-1	0.2	0	104	99	1	103	-5	0	-3
CCO[C@H]1OC(C(=O)N2CCN(Cc3ccccc3)CC2)=C[C@@H](c2ccccc2)[C@@H]1CCCO
→ 0	-1	0.6	-1	104	107	4	104	-3	1	0
Cn1c(-c2ccccc2)cnc1SCC(=O)N1CCCc2ccccc21
→ -4	-2	0.7	-3	98	102	4	98	0	-3	-1
O=C(CCSc1ccccn1)c1ccccc1
→ -9	-5	0.3	-5	80	87	5	99	-4	-4	-5
Nc1ncnc(NCc2ccc(F)cc2)c1[N+](=O)[O-]
→ -5	-7	0.1	-2	106	102	2	107	-4	-1	-1
COCCn1c(SCC(=O)N2CCCC2)nnc1-c1ccoc1C
→ -5	-9	0.6	-7	97	96	1	99	-10	-2	-1
CSc1nnc2n(-c3ccc(C)cc3)c(=O)c3c4c(sc3n12)COC(C(C)C)C4 (stereo not drawn)
→ -9	-12	6.1	-6	96	100	25	97	-7	0	-4
CCC1(C)Cc2c(C#N)c(N)n(-c3ccccc3)c(=S)c2CO1 (stereo not drawn)
→ -7	-2	0.4	0	96	97	2	97	-4	3	0
COc1ccc(C(=O)Nc2ncc3c(n2)CC(c2ccco2)CC3=O)cc1 (stereo not drawn)
→ 0	0	1.8	-1	99	99	8	94	2	1	0
COc1ccccc1-n1c(SCC(=O)Nc2cccc3ccccc23)nc(O)cc1=O
→ 1	-3	0.6	-5	95	94	1	96	-6	0	-1
CN1CCC(CO)(Cc2ccccc2)CC1
→ -1	-3	0.4	-3	104	101	2	100	0	-2	1
CN(Cc1ccccc1)c1nc(N)c([N+](=O)[O-])c(Nc2cccc(F)c2)n1
→ -7	-13	0.3	2	98	103	2	100	-12	1	0
COC(=O)NCC(c1cccnc1)N1CCN(c2ccccc2OC)CC1 (stereo not drawn)
→ -6	-12	0.5	0	102	104	2	100	-4	-2	0
O=C(Cc1ccc(Br)cc1)N1CCN(c2ccccc2)CC1
→ 0	0	0.2	-2	102	102	3	103	0	-2	0
Cn1c(N)c(C(=O)COC(=O)CNS(=O)(=O)c2cccc(Cl)c2)c(=O)n(C)c1=O
→ -1	6	0.2	-3	100	97	10	103	-1	-4	-1
c1nnc(-c2ccc3c(c2)OCO3)o1
→ 1	-4	0.8	2	99	?	0	99	-4	2	3
CCCCC(=O)NC(=S)Nc1cccc(C(=O)O)c1
→ -6	-2	1.1	-1	102	103	3	101	-3	0	-1
COc1ccc(C2C(C#N)=C(SC)NC3=C2C(=O)CC(C)(C)C3)cc1 (stereo not drawn)
→ -1	-1	1.1	-3	94	98	1	99	-5	0	-1
Cc1onc(-c2ccccc2)c1C(=O)c1c[nH]c(C(=O)NCCCN2CCOCC2)c1
→ -4	-1	0.2	-5	98	101	1	102	0	-1	-2
CCNC(=S)N1CCN(CCN=CC2=C(O)CC(c3cccs3)CC2=O)CC1 (stereo not drawn)
→ -4	-7	-0.1	-1	109	113	0	103	-4	0	4
O=C(COC(=O)Cc1ccc(Br)cc1)NC1CCCCC1
→ 0	-2	1.6	1	103	100	6	100	0	0	0

3 neighbouring compounds out of the list so far:
Results follow in this order: Bim-Bcl-B	Bfl-1 Bim block	ABCB1 block	Bcl-XL Bim block	RGS4-Gao reg	RGS7-Gao reg	ABCG2 block	RGS8-Gao reg	Bim-Bcl-2	Bim-Mcl-1	Bcl-W Bim block
CCO[C@H]1OC(C(=O)N2CCN(Cc3ccccc3)CC2)=C[C@@H](c2ccccc2)[C@@H]1CCCO
→ 0	-1	0.6	-1	104	107	4	104	-3	1	0
Cn1c(-c2ccccc2)cnc1SCC(=O)N1CCCc2ccccc21
→ -4	-2	0.7	-3	98	102	4	98	0	-3	-1
O=C(CCSc1ccccn1)c1ccccc1
→ -9	-5	0.3	-5	80	87	5	99	-4	-4	-5

One compound at a time, from the list above. Values in the order: Bim-Bcl-B	Bfl-1 Bim block	ABCB1 block	Bcl-XL Bim block	RGS4-Gao reg	RGS7-Gao reg	ABCG2 block	RGS8-Gao reg	Bim-Bcl-2	Bim-Mcl-1	Bcl-W Bim block
COc1ccccc1-n1c(SCC(=O)Nc2cccc3ccccc23)nc(O)cc1=O in the list: 1	-3	0.6	-5	95	94	1	96	-6	0	-1
COCCn1c(SCC(=O)N2CCCC2)nnc1-c1ccoc1C in the list: -5	-9	0.6	-7	97	96	1	99	-10	-2	-1
CCCCC(=O)NC(=S)Nc1cccc(C(=O)O)c1 in the list: -6	-2	1.1	-1	102	103	3	101	-3	0	-1

Continuation:
Results follow in this order: Bim-Bcl-B	Bfl-1 Bim block	ABCB1 block	Bcl-XL Bim block	RGS4-Gao reg	RGS7-Gao reg	ABCG2 block	RGS8-Gao reg	Bim-Bcl-2	Bim-Mcl-1	Bcl-W Bim block
O=C(O)COc1ccc(/C=N/O)cc1Br
→ 2	1	1.5	1	100	99	4	96	2	3	3
O=C(O)C1CCCCC1C(=O)NCCC(c1ccccc1)c1ccccc1 (stereo not drawn)
→ 0	1	0.0	0	100	99	0	115	0	3	0
Cc1cc(C)n(C(=O)/C(C#N)=N/Nc2cc(Cl)cc(Cl)c2)n1
→ -6	-9	0.2	-2	96	99	13	104	-4	-1	0
C=CCN(CC=C)C(=O)c1cc2ccccc2c(=O)o1
→ -6	-2	0.8	-7	106	104	13	106	-5	-7	-4
C=CCOc1cccc(C(=O)N2CCCC(CCC(=O)NCc3ccccc3F)C2)c1 (stereo not drawn)
→ 2	7	1.7	2	102	?	7	102	3	-1	2
CC(C)(C)c1ccc(-c2nnc(SCCN3C(=O)c4ccccc4C3=O)o2)cc1
→ -7	-7	0.2	-2	103	103	4	104	-8	0	0
Cc1cc(C)c(NC(=O)CSc2nncn2-c2cccnc2)c(C)c1
→ -5	-5	0.1	0	96	94	4	99	-5	-1	-2
CCOc1ccc(-c2n[nH]c(C)c2-c2ccccc2OC)c(O)c1
→ -5	-17	-0.2	-3	99	103	37	101	-9	-1	0
Cc1ccc(S(=O)(=O)N(C)c2c(C)ccc(S(=O)(=O)Nc3ccncc3)c2C)cc1
→ -2	0	0.3	0	103	102	-1	102	1	-2	-1
Cc1ccc(OCCCn2cc(C#N)c3ccccc32)cc1
→ -9	-3	0.0	-8	101	100	13	105	3	-6	-7
COc1ccc(OC)c2c(C)cc(N3CCCN(C)CC3)nc12
→ 0	3	-0.1	0	102	97	0	101	5	0	1
Fc1ccc(C2c3[nH]c4ccccc4c3CCN2Cc2cccn2-c2ncccn2)cc1 (stereo not drawn)
→ -3	-2	0.4	0	99	97	2	103	0	0	2
Cn1cnnc1SCC(=O)NCc1ccccc1
→ 1	4	0.1	-1	93	91	-1	98	0	-1	-3
O=C(Nc1cccnc1)/C(N=Nc1c(Cl)cccc1Cl)=C(\O)c1ccccc1
→ -5	0	-1.3	-7	83	99	·	88	-5	-5	-3
COc1ccccc1OCC(=O)c1[nH]c(C)c(C(C)=O)c1C
→ -8	-12	0.6	-5	99	99	12	106	-6	-3	-2
N/C(=N\OC(=O)CCc1ccccc1)c1ccc(Cl)cc1
→ -7	-18	0.0	-5	99	98	19	101	-8	-2	1
CCCOc1ccc(NC(=O)CC2C(=O)N(C)C(=S)N2Cc2ccc3c(c2)OCO3)cc1 (stereo not drawn)
→ -2	0	0.0	-4	97	100	-1	83	-1	-1	0
CCCCCCn1c(CN2CCN(Cc3ccccc3)CC2)nc2c1c(=O)n(C)c(=O)n2C
→ -7	-17	40	-10	100	101	24	100	-9	-4	1
Cn1c(/C(C#N)=C/c2ccc(-c3ccc(S(N)(=O)=O)cc3)o2)nc2ccccc21
→ -6	6	-0.6	0	100	99	0	101	1	0	1
Cc1ccc(S(=O)(=O)C2CCOC2=O)cc1 (stereo not drawn)
→ -9	-21	0.9	-9	103	107	12	103	-10	-3	-1
Cc1nnc(NC(=O)Nc2cccc(Cl)c2)s1
→ -8	-22	-0.4	-8	101	106	7	102	-5	-3	-4
CCOC(=O)N1CCN(C(=O)COc2ccc([N+](=O)[O-])cc2)CC1
→ -1	3	0.1	-4	104	104	0	122	3	-9	-4

Screening results from PubChem BioAssay.

Outcome played no part in choosing rows; 0.94% or so of the library scored in one or more.
